High-throughput results: PubChem, National Center for Advancing Translational Sciences (NCATS)
HT1080NT lethal = kills 2HG-producing HT-1080-NT fibrosarcoma cells | HT-1080-NT fibrosarcoma viability, CellTiter-Glo ATP luminescence, 48 h | Potency, µM (highest dose often 46.1 µM), for inactives: at the top dose activity, negative = less viability, most hits filed as cytotoxic | actives 1.6% (n = 360,000) | AID 686970;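 further: NT is the 2HG producing partner of a matched IDH1 knockdown line; potency means the concentration at half of the fitted maximal effect; 0% = DMSO-treated cells and -100% = media-only wells without cells; nearly all actives have a fitted effect of over 55% in size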
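750 cells/well, RPMI + 5% FBS; 2 h settle, compound pin-transfer, 48 h at 37 degrees C. CellTiter-Glo 10 min RT, luminescence. Normalized to DMSO and media-only wells.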
SW480 rereplic = DNA re-replication induction in SW480 cells. actives 1.8% (n = 340,000). SW480 DNA re-replication, Hoechst DNA content imaging, 48 h. Potency, µM (titrated, usually from 46.1 µM), inactives show at the top dose re-replication activation, actives largely listed as activators; further: potency means the concentration at half of the fitted maximal effect; % of control where 0% means no effect; nearly all actives have a fitted effect of over 55% in size
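SW480 cells exposed to compounds for 48 hr at 37 C, 5% CO2, then Hoechst-stained 40 min. Nuclear DNA content imaged by fluorescence scanning (405 nm excitation, 500-530 nm emission); re-replication scored as increased high-intensity nuclei.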
KB-3-1 cytotox = KB-3-1 parental cell cytotoxicity; actives 1.4% (n = 400,000); Potency, µM (highest dose often 46.1 µM), without a hit: at the top dose activity change, negative = cytotoxic, actives largely listed as cytotoxic; KB-3-1 viability, CellTiter-Glo ATP luminescence, 72 h; further: potency means the concentration at half of the fitted maximal effect; on the % scale 0 is the no-effect control and ±100 the full control effect; nearly all actives have a fitted effect of over 60% in size
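Parental KB-3-1 viability, qHTS format: 72 h compound exposure, 37 °C; CellTiter-Glo; media-only wells and DMSO plates as controls; concentration-effect fits on corrected data.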
IL1B secr inh = blocks inflammasome-driven IL-1 beta release | THP-1 LPS/ATP IL-1B secretion, AlphaLISA, 16 h; active compounds read low | activity change, % at 57.5 µM | actives 4.7% (n = 360,000); in the data active means activity change below about -50%; inconclusive means mostly about -30% to -49%; further: on the % scale 0 is the no-effect control and ±100 the full control effect
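Secreted IL-1B measured by AlphaLISA bead assay after 16 h compound exposure of THP-1 cells; compounds (final up to 57.5 uM) added 1 h before LPS (250 ng/mL) and ATP (1.25 mM) stimulation; lower signal means less secretion.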
KB-V1 cytotox = KB-V1 MDR subline cytotoxicity; Potency, µM (top dose mostly 46.1 µM), for the others: at the highest dose activity change, negative = cytotoxicity, hits mostly cytotoxic; actives 3.4% (n = 400,000); KB-V1 MDR cells viability, CellTiter-Glo, 72 h; AID 1347076; further: potency means the concentration at half of the fitted maximal effect; on the % scale 0 is the no-effect control and ±100 the full control effect; nearly all actives have a fitted effect of over 60% in size
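KB-V1 MDR subline cells in DMEM (phenol-red free, 10% FBS) exposed to compounds in qHTS concentration series for 72 h at 37 degrees C. Viability read by CellTiter-Glo luminescence; concentration-effect curves fitted after normalization and correction.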
HT1080 IDH1KD tx = kills HT-1080 cells with IDH1 knockdown; Potency, µM (top dose mostly 46.1 µM), for inactives: at the top dose activity, negative = toxicity, hits mostly cytotoxic; AID 686971; HT-1080 IDH1 knockdown viability, ATP luminescence, 48 h; actives 2% (n = 360,000);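 further: potency means the concentration at half of the fitted maximal effect; 0% = DMSO wells and -100% = cell-free medium wells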
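In this qHTS, HT-1080 cells depleted of IDH1 are exposed for 48 h at 37 °C to compound titrations. Toxicity is scored from CellTiter-Glo luminescence, with DMSO as full viability and medium alone as none.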
ATXN2 expr inh = ATXN2 expression inhibition; actives 0.72% (n = 360,000); HEK-293 ATXN2-luciferase reporter, luminescence, 24 h; Potency, µM (highest dose often 57 µM), without a hit: at the highest dose activity change, negative = inhibition, most hits filed as inhibitors; further: potency means the concentration at half of the fitted maximal effect; on the % scale 0 is the no-effect control and ±100 the full control effect; nearly all actives have a fitted effect of over 55% in size
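ATXN2-luciferase reporter cells (luciferase flanked by upstream and downstream ATXN2 gene portions) were treated 24 h at 37 °C with compounds at up to 57 uM. SteadyGlo luminescence gave expression; GF-AFC fluorescence gave viability.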
S2 tox = viability counter-screen for ATXN expression inhibitors; AID 651635; S2 cells (HEK-293 line with an ATXN2-luciferase reporter) viability, CellTiter-Fluor protease fluorescence, 24 h; Potency, µM (series often up to 56.7 µM), hits mostly cytotoxic; actives 0.49% (n = 400,000); further: potency means the concentration at half of the fitted maximal effect; nearly all actives have a fitted effect of over 40% in size
MCF10A rerep = induces DNA re-replication in MCF 10a normal breast cells. MCF 10A DNA re-replication, Hoechst nuclear intensity, 48 h. Potency, µM (highest dose often 46.1 µM), without a hit: at the top dose activity, positive = re-replication, most hits filed as activators. actives 2.9% (n = 350,000). AID 624296; further: potency means the concentration at half of the fitted maximal effect; % of control where 0% means no effect; nearly all actives have a fitted effect of over 50% in size
* = called active by the depositor; i = inactive; ? = inconclusive; nt = not tested or not shown; & = joins results of further samples; [ ] = remark or other dose. Unless noted, the call rests on the fitted dose curve; in most records, active means well fitted curve in the direction sought with a large enough effect; inconclusive means small, poorly fitted or top-dose-only effect, or another doubt; inactive means no such curve, though single readings can be large; an effect the other way counts as inactive or inconclusive.

SMILES	HT1080NT lethal	SW480 rereplic	KB-3-1 cytotox	IL1B secr inh	KB-V1 cytotox	HT1080 IDH1KD tx	ATXN2 expr inh	S2 tox	MCF10A rerep
O=C(c1cnc2c(c1)COc1ccc(Cl)cc1-2)c1ccccc1O	-6%	-3%	7%&2%	-13	-12%&-15%	-10%	-15%&-24%	i	18%
C[C@@H]1CN([C@@H](C)CO)C(=O)Cc2cc(NC(=O)Nc3ccc(F)cc3)ccc2O[C@@H]1CN(C)Cc1ccc(Cl)c(Cl)c1	18µM*	-27%	?	-54*	?	?	?	?	20%
O=C(c1cccc(NS(=O)(=O)c2ccc(F)c(F)c2)c1)N1CCCCC1	1%	0%	4%	6	-1%	0%	5%	i	3%
CCOC(=O)C(Cc1cc(N)c(Oc2ccc(OC)cc2)c(N)c1)NC(C)=O (configuration not stated)	?	0%	3%	13	0%	7%	2%	i	3%
COCCNC(=O)CSc1nc(-c2ccccc2C)nc2c1c(=O)n(C)c(=O)n2C	nt	nt	0%	nt	0%	nt	4%	i	nt
CN1CCCC(OC(=O)/C(C#N)=C/c2ccccc2)C1 (configuration not stated)	25%	-15%	-4%	8	19%	4%	-3%[11.3 µM]	i	2%
COc1cc2ccc(=O)oc2c(O)c1OCC=C(C)C	-28%	2.1µM*	15%	22	-5%	?	21%	nt	-10%
Cc1cc(C(=O)Nc2ccc(F)c(Cl)c2)on1	7%	2%	8%	-5	?	-5%	1%	?	-11%
COc1ccc(CN2C(=O)[C@@H]3C(c4ccc(F)cc4)=NO[C@@H]3C2=O)cc1	10%	-2%	20%	41	7%	10%	1%	i	-2%
Cc1ccccc1Nc1nc(N)nc(COC(=O)C(NC(=O)c2ccco2)C(C)C)n1 (configuration not stated)	8%	8%	0%	22	-22%	-30%	-7%	i	15%
CN=C1c2ccccc2CN1c1cccc(C(=O)OC)c1	4%	1%	-5%	10	-2%	-7%	-25%	i	13%
CC(OCC(O)CN1CCCCC1CCO)c1ccc(Cl)cc1 (configuration not stated)	0%	-18%	-9%	-18	-9%	4%	-3%	i	22%
COc1ccc(C(=O)Cc2cc(OC)c(OC)cc2C(=O)c2ccccc2F)cc1OC	-4%	-5%	2%	-20	-16%	-2%	nt	i	10%
CCOC(=O)N1CCc2c(sc(NCc3sccc3C)c2C(=O)Nc2cc(Cl)ccc2OC)C1	nt	nt	10%	nt	6%	nt	11%	i	nt
CC(=O)c1ccc(NC(=O)c2cnsn2)cc1	11%	-13%	8%	3	1%	6%	-16%	i	-1%
COc1cccc(CNC(=O)Cn2ncc3c4ccccc4n(Cc4ccccc4)c3c2=O)c1	nt	nt	-23%	nt	-3%	nt	?	?	nt
Fc1ccccc1N1CCN(c2ncnc3c2nc2n3CCCCC2)CC1	nt	nt	1%	nt	?	nt	0%	i	nt
O=c1[nH]cnc2c1c(-c1ccccc1)cn2-c1ccc(F)cc1	-16%	-6%	-25%	-92*	-5%	-19%	-17%	i	0%
COc1ccc2oc(-c3ccc(C)c(NC(=O)c4cccnc4)c3)nc2c1	nt	nt	-17%	nt	?	nt	7%	i	nt
COc1ccc(C(Nc2ccccn2)c2ccc3ccc(C)nc3c2O)cc1C (configuration not stated)	nt	nt	-9%	nt	-8%	nt	?	?	nt
COc1ccc(C2SCC(=O)N2c2nc3ccccc3s2)cc1 (configuration not stated)	-20%	-132%[inhibitor]	-1%	15	-5%	-4%	nt	i	24%
Cc1cc(NC(=O)C(C)SCC(=O)Nc2ccccc2C(C)(C)C)no1 (configuration not stated)	10%	-2%	2%	19	-9%	9%	2%	i	11%
CCOc1ccc(NCC(=O)Nc2ccc(C)cc2C)cc1	15%	?	-9%	-21	-6%	-17%	-11%	i	15%
Cc1cccc(C(C)C)c1NC(=O)C1CN(S(=O)(=O)c2ccccc2)CCN1S(=O)(=O)c1ccccc1 (configuration not stated)	7%	-74%[inhibitor]	-12%	-14	4.1µM*	2%	-7%	i	-71%[inhibitor]
CSCC[C@H](NC(=O)OC(C)(C)C)C(=O)NCC1CCC(C(=O)N[C@@H](Cc2ccccc2)C(=O)O)CC1 (some centres not stated)	10%	3%	1%	29	0%	17%	5%	i	-6%
COc1cccc(-n2c(-c3ccco3)nc3c(cnn3-c3ccccc3C)c2=O)c1	nt	nt	-19%	nt	-5%	nt	-28%	i	nt
O=C(c1ccccc1)c1nc2ccccc2[nH]c1=O	10%	1%	-3%	-10	9%	-1%	4%	i	-25%
COc1ccc(C2NS(=O)(=O)OCC2C)cc1 (configuration not stated)	-14%	16%	-16%	-13	-6%	-2%	-4%	i	2%
Cc1c(Cl)cnc(NC(=O)COC(=O)c2ccc(S(=O)(=O)NCc3ccco3)cc2)c1Cl	6%	-6%	-11%	9	-7%	9%	-19%	?	-2%
C=CCN(c1ccc(F)cc1)S(=O)(=O)c1cc(C(=O)NC2CC2)ccc1Cl	9%	nt	-22%	8	?	-6%	nt	i	nt
COc1ccc(CN(C)S(=O)(=O)c2c(C)noc2C)cc1OC	-5%	-2%	1%	34	18µM*	-1%	9%	i	3%
C/C(=N\O)C1(C)N(O)C(C)(C)C(c2ccco2)=[N+]1[O-] (configuration not stated)	26%	2%	2%	0	4%	15%	nt	i	-2%
CCCCN(CCCC)CCCNC(=O)CN1C(=O)COc2ccc(S(=O)(=O)N3CCC(C)CC3)cc21	-3%	0%	-2%	?	6%	-3%	-5%	i	-2%
CCc1ccccc1NS(=O)(=O)c1ccc2[nH]cc(C(=O)N(CC)Cc3ccccc3)c(=O)c2c1	nt	nt	7%	nt	?	nt	1%	i	nt
CS(=O)(=O)N(Cc1ccc(C(=O)Nc2ccccc2Sc2ccccc2)cc1)c1ccccc1	?	?	-12%	-15	-4%	?	-6%	i	?
CCOC(=O)c1c(C)oc2ccc(N(C(C)=O)S(=O)(=O)c3c(C)cc(C)cc3C)cc12	nt	nt	23µM*	nt	4.1µM*	nt	-5%	i	nt

Record cards, as listed above. Values in the order: HT1080NT lethal, SW480 rereplic, KB-3-1 cytotox, IL1B secr inh, KB-V1 cytotox, HT1080 IDH1KD tx, ATXN2 expr inh, S2 tox, MCF10A rerep
COc1ccc(C2NS(=O)(=O)OCC2C)cc1 (configuration not stated) across the screens: -14%, 16%, -16%, -13, -6%, -2%, -4%, i, 2%
CS(=O)(=O)N(Cc1ccc(C(=O)Nc2ccccc2Sc2ccccc2)cc1)c1ccccc1 across the screens: ?, ?, -12%, -15, -4%, ?, -6%, i, ?

(further entries)
SMILES	HT1080NT lethal	SW480 rereplic	KB-3-1 cytotox	IL1B secr inh	KB-V1 cytotox	HT1080 IDH1KD tx	ATXN2 expr inh	S2 tox	MCF10A rerep
N#CC1=C2N=C(N)c3ccccc3N2C2=C(C(=O)CCC2)C1c1ccc(F)cc1 (configuration not stated)	-1%	-1%	2%	-8	0%	-1%	nt	?	10%
CCc1ccc(C(=O)c2cn(CC(=O)Nc3ccc(OC)c(Cl)c3)c3nc(C)ccc3c2=O)cc1	nt	nt	-2%	nt	?	nt	2%	i	nt
COc1ccccc1C(=O)NC(=O)Nc1ccc(-n2nc(C(F)(F)F)cc2C(F)(F)F)cc1	nt	nt	4%	nt	-9%	nt	6%	i	nt
CC1CCN(CC(=O)N2CC(=O)Nc3ccccc32)CC1	12%	-1%	6%	-2	2%	7%	7%	i	-2%
Cn1cc(-c2nc3ccccc3[nH]2)c2ccccc21	-16%	0%[9.22 µM]	-21%	0	-31%	-2%	34%	i	5%
CN(C)CC1C2CCC(C2)C1O (configuration not stated)	24%	-4%	10%	-10	-1%	21%	8%	i	-32%
COc1ccc(NC(=S)N/N=C/c2cccn2Cc2ccccc2F)cc1	?	-2%	-3%	40	-7%	?	-2%	i	?
Cc1ccc([N+](=O)[O-])cc1NC(=O)Cc1ccc(F)cc1	-13%	1%	-14%	-16	-6%	-7%	-12%	i	7%
CCOc1ccccc1NC(=O)/C=C/c1ccccc1[N+](=O)[O-]	0%	3%	24%	-69*	?	7%	5%	i	16%
COc1ccc(/C=C/C(=O)OCC(=O)Nc2nnc(-c3ccccc3)o2)c(OC)c1	8%	nt	4%	6	6%	11%	nt	i	nt
CCC(=O)Nc1ccc(C(=O)N/N=C/c2ccc([N+](=O)[O-])cc2)cc1	14%	-3%	0%	5	-11%	10%	-5%	i	-1%
CCOC(=O)C(NC(=O)CC)(Nc1cc(C)on1)C(F)(F)F (configuration not stated)	18%	-4%	0%	33	-11%	17%	0%	i	15%
O=C(Nc1ccc(C(=O)N2CCN(c3cccc(Cl)c3)CC2)cc1)c1nsc2ccccc12	nt	nt	-12%	nt	-1%	nt	59%[activator]	i	nt
CCOC(=O)C1(C)CCCN(C(=O)c2ccc(OC)cc2OC)C1 (configuration not stated)	3%	nt	0%	6	4%	16%	9%	i	nt
CCc1cccc2c(C(=O)CN3C(=O)NC4(CCCCC4)C3=O)c[nH]c12	-26%	-1%	?	-2	?	?	-7%	?	13µM*
C=CCNC(=O)/C=C/c1c(F)cccc1Cl	22%	0%	-2%	-7	0%	12%	55%[activator]	i	4%
OC(c1cc(F)cc(Cl)c1)c1ncc(-c2ccc(Cl)cc2)[nH]1 (configuration not stated)	?	nt	0%	-12	5%	?	-24%	?	nt
Cc1cc(N2CCOCC2)n2nc(C)c(-c3ccccc3)c2n1	-10%	-8%	4%	?	?	-14%	19%	i	11%
COC(=O)CN(c1ccccc1)S(=O)(=O)c1cc(Br)ccc1OC	10%	-13%	9%	17	0%	2%	1%[11.3 µM]	?	3%
COc1ccc(N(CC(=O)NC2CCCCC2)C(=O)CCC(=O)Nc2nc(C)cs2)cc1	2%	1%	?	-2	?	-2%	-13%	i	-6%
Cc1ccccc1OCCn1c(CCNC(=O)C(C)(C)C)nc2ccccc21	nt	nt	2%	nt	0%	nt	-8%	?	nt
O=C(Cn1nc(-c2ccccc2Cl)ccc1=O)Nc1ccccc1-c1ccccc1	-17%	?	1%	1	?	-23%	-21%	i	22%
COc1ccc(C(=O)C2CCCN(S(=O)(=O)c3ccc(C(C)=O)cc3)C2)c(C)c1 (configuration not stated)	-2%	-6%	?	?	?	-12%	?	i	-1%
